Compound activity: PubChem BioAssay, several laboratories
ABCB6 inh MLPCN: human ABCB6 transporter inhibition; Q9NP58; K562-ABCB6 porphyrin accumulation, flow cytometry, 1 h; active compounds read low; fluorescence ratio to DMSO, % at 10 µM; 360,000 tested, 0.19% active; AID 602162;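 active = fluorescence ratio to DMSO below 75%, the collection mean minus 3 SD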;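 note: signal is porphyrin accumulated inside mitochondria; 100% equals median channel fluorescence of DMSO control wells; lower ratio means ABCB6 inhibition with less porphyrin fluorescence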
Cardio protect: modulators protecting cardiomyocytes from myocardial damage | H9c2 cardiomyocytes, H2O2 injury protection, ATPLite, 2 h | protection from H2O2 cell death, % at 20 µM | 360,000 tested, 0.63% active | AID 588492;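 active = compounds giving at least 50% protection of heart cells from peroxide-induced death in the single-dose screen, raw or plate-pattern-corrected value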;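 note: 0% = DMSO wells with peroxide and 100% = DMSO wells without peroxide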
CaV13 ICDI inh: Primary screen for inhibitors of IQ motif and Ca2+-dependent inactivation inhibitor domain binding in CACNA1D, Förster resonance energy transfer in living cells, …; HEK cells, CFP/YFP FRET ICDI-IQ, plate reader, 10 min; percent FRET-ratio fall versus neutral wells; 340,000 tested, 0.098% active; inhibition, % at 12.3 µM;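 active = mean replicate inhibition of at least 30% and at least 1% of replicates passing that level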;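 note: 0% = median of the neutral control wells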
Exocytosis inh: lytic granule exocytosis inhibition; TALL-104 LAMP-1 surface exposure, flow cytometry; cells stimulated with thapsigargin and PMA; inhibition, % at 10 µM; 360,000 tested, 0.66% active;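 active = inhibition above about 55%, limit read from the data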
MC4R antagonist: antagonists of human melanocortin 4 receptor (MC4R); MC4R-expressing cells, MTII-stimulated cAMP, LANCE TR-FRET; inhibition, % at 6.5 µM; 360,000 tested, 0.48% active; AID 540295;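 active = inhibition above its plate's cutoff, the mean of tested wells on that plate plus 3 SD, cut at about 29% in these data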;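 note: 0% = Melanotan II alone and 100% = Melanotan II plus saturating MCL0020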
Target sequence (P32245 whole entry, looked up): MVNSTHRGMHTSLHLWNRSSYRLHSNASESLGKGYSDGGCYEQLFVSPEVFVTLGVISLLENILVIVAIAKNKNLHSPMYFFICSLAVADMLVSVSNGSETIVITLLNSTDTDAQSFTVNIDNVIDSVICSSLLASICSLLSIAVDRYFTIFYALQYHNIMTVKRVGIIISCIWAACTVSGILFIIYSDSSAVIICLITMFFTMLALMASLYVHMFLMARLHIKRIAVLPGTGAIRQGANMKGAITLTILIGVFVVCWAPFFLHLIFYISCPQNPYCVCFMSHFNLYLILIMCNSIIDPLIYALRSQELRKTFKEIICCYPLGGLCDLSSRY
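Test system: U2OS cells stably expressing human melanocortin 4 receptor (MC4R); also added: Melanotan II challenge; compound: 6.5 µM single dose; timing: 30-min compound preincubation, 1-h Melanotan II challenge, 1-h detection, room temperature; signal: Eu-cAMP/anti-cAMP TR-FRET, emission 671 nm; repeats: one well per compound, no replicates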
PDI turbidity: PDI (human) enzyme inhibition | P07237 | 350,000 tested, 0.052% active | PDI insulin aggregation turbidity, A650, 90 min | inhibition, % at 10 µM;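 active = mean inhibition across replicates of 30% or more, whatever share of single replicates reach that level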;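 note: absorbance from insulin aggregation driven by PDI reduction with DTT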
MC4R barr agon: human MC4R agonism via beta-arrestin; P32245; U2OS MC4R beta-arrestin complementation, luminescence; percent of melanotan II response, DMSO zero; activation, % at 8.9 µM; 360,000 tested, 0.98% active;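 active = activation above a per-plate cutoff, the mean activation of sample wells on that plate plus 3 SD, cut at about 8% in these data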
m5-HT2A agonist: agonists of mouse serotonin 5-HT2A receptor (HTR2A); AID 624169; 360,000 tested, 0.66% active; activation, % at 7.6 µM; CHO-K1 mHTR2A beta-arrestin complementation, luminescence; percent of 30 µM serotonin response;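 active = activation above a run cutoff, the mean activation of all tested compounds plus 3 SD, cut at about 14% in these data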;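 note: 0% = plate median of compound wells and 100% = 30 µM serotonin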
Target sequence (P35363 whole entry, looked up): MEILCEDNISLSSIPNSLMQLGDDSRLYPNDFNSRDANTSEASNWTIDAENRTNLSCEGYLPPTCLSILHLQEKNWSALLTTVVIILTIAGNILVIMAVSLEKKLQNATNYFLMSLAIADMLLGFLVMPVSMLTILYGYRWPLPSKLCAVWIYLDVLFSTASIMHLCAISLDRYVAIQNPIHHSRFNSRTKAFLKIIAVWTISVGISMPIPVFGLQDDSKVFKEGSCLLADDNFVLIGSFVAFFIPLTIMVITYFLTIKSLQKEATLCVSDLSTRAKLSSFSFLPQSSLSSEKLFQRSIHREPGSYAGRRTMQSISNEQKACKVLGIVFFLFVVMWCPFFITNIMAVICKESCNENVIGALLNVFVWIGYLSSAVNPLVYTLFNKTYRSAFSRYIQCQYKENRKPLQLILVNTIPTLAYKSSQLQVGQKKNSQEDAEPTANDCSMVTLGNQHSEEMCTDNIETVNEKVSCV
ABHD5-PLIN5 inh: blocks binding of human ABHD5 to perilipin-5. Q00G26+Q8WTS1. Split G. princeps luciferase complementation, luminescence, 4 h. 360,000 tested, 0.78% active. inhibition, % at 4 µM;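 active = inhibition above the mean inhibition across every tested compound plus 3 SD, cut at about 22% in these data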;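 note: 0% = DMSO only wells and the 100% control is not disclosed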
N-glyco inh: N-linked glycosylation inhibition | D54 ERlucT glycosylation luciferase reporter, 24 h; percent of 100 nM tunicamycin response | reporter increase, % at 12.5 µM | 360,000 tested, 0.23% active;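 active = mean luciferase reporter signal, scaled so untreated is 0 and the glycosylation-blocking control 100, at or above a set limit in every replicate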;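 note: luciferase carries N-glycosylation sites so blocking glycosylation raises the light; 0% = median of neutral control wells and 100% = median of 100 nM tunicamycin wells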
* hit, by the source's call; nt = not tested or not shown; & = joins results of further samples.

entry	molecule	ABCB6 inh MLPCN	Cardio protect	CaV13 ICDI inh	Exocytosis inh	MC4R antagonist
1	Cc1ccc(S(=O)(=O)NCCN2CCOCC2)c(C)c1	106	5	-5	5	15
2	COc1cc(NC(=O)C(C)N2CCN(C(=O)C3CC3)CC2)cc(OC)c1 (centres undefined)	105	-9	-2	12	4
3	Cc1ccc(C)c(N2CCN(c3ccc(N4C(=O)COCC4=O)cc3[N+](=O)[O-])CC2)c1	96	-3	-4	4	2
4	O=C(NC1CCCC1)C(c1ccc(Cl)cc1)N1CCN(C2CCCCC2)CC1 (centres undefined)	97	9	0	1	-4
5	O=S(=O)(Nc1cccc(-c2ccc(N3CCCCCC3)nn2)c1)c1ccccc1Cl	102	-4	-6	1	15
6	Cc1ccc(OCC(=O)Nc2ccc(N3CCN(C(=O)c4ccco4)CC3)cc2)c(C)c1	91	4	-4	5	12
7	Cc1cccc(Nc2nc(NC(C)C)nc(Oc3ccc(=O)n(C)n3)n2)c1	95	2	-5	0	13
8	COC(=O)c1sc(-c2ccc(Cl)cc2)cc1NC(=O)COCC(=O)O	95	6	-3	23	12
9	CCCc1cc(=O)[nH]c(SCC(=O)Nc2ccc(Br)cc2)n1	94	-1	-3	1	11
10	COCCn1c(SCC(=O)Nc2ccc(Cl)cn2)nc2ccccc21	96	4	-8	0	12
11	O=c1c2ccccc2ncn1-c1ccc(Cl)cc1	99&101	2&1	-5&4	-2&-8	4&-2
12	Cc1cccc(-n2c(=O)cc(N3CCN(c4ccc(F)cc4)CC3)[nH]c2=O)c1	95	12	-6	0	2

entry	PDI turbidity	MC4R barr agon	m5-HT2A agonist	ABHD5-PLIN5 inh	N-glyco inh
1	-1	-0.8	1	2	0
2	1	-1.2	2	-2	-1
3	-15	-1.2	4	4	1
4	-2	0.8	-1	2	-5
5	-8	-1.6	-4	-4	-3
6	4	-2.1	-2	5	-5
7	3	-0.5	4	-2	4
8	-1	2.0	-1	3	0
9	7	-2.3	2	-1	2
10	-3	2.7	1	4	6
11	6&12	0.3&-1.2	-3&-2	-5&4	1&2
12	8	0.1	11	21	2

Later entries:
entry	molecule	ABCB6 inh MLPCN	Cardio protect	CaV13 ICDI inh	Exocytosis inh	MC4R antagonist
13	Cc1cc(-c2nnc(SCC(=O)Nc3ccc(C(F)(F)F)cc3)n2C)no1	96	-3	-5	-4	5
14	O=C(NNc1ccccc1)c1ccc(Cl)c(Cl)c1	89	-1	-5	-6	3
15	CC(=O)c1ccc(N2CCN(CC(=O)Nc3ccccc3N3CCOCC3)CC2)cc1	100	18	nt	-6	25
16	O=C(COc1cccc(-n2cnnn2)c1)NC1CCCCC1	87	8	-9	1	-16
17	COCCn1c(SCC(=O)NNC(=O)c2ccccc2)nc2ccccc2c1=O	102	6	-3	-2	2
18	Cc1ccc(NC(=O)C(=O)NCC2CCCN2S(=O)(=O)c2cccs2)cc1 (centres undefined)	91	-5	-6	-6	2
19	CC(C)(O)CN(C(=O)c1ccccc1)C1CCCCC1	88	12	-6	-4	11
20	CC1CC(C)CN(S(=O)(=O)c2ccc(C(=O)Nc3sccc3C(N)=O)cc2)C1 (centres undefined)	98	-26	-6	0	5
21	Cc1ccc(NC(=O)c2ccc(CNc3c(N4CCOCC4)c(=O)c3=O)cc2)cc1	97	-9	-6	6	4
22	COC(=O)Nc1ccc(NC(C)=O)cc1	104	4	-6	-1	-1
23	Cc1ccc(C)c2sc(NC(=O)c3ccc(N4CCCCC4)c([N+](=O)[O-])c3)nc12	94	-8	-7	4	-6
24	COC(=O)CNS(=O)(=O)c1ccc(Cc2ccc(S(=O)(=O)NCC(=O)OC)cc2)cc1	93	-4	-8	-3	22

entry	PDI turbidity	MC4R barr agon	m5-HT2A agonist	ABHD5-PLIN5 inh	N-glyco inh
13	5	2.3	6	-1	1
14	-31	-2.8	0	2	1
15	0	1.7	2	-1	9
16	2	0.3	1	14	-1
17	12	1.7	13	4	1
18	1	-3.7	0	-1	-2
19	-1	-1.1	5	3	0
20	3	13*	-2	4	7
21	-4	-1.9	-1	2	0
22	1	-0.1	-1	2	0
23	4	-1.4	7	-8	-8
24	-1	2.3	7	-8	1

Carrying on.
entry	molecule	ABCB6 inh MLPCN	Cardio protect	CaV13 ICDI inh	Exocytosis inh	MC4R antagonist
25	COc1ccc(CNC(=S)Nc2ccc(S(N)(=O)=O)cc2)cc1	98	-3	-2	-2	0
26	O=C(Nc1ccc2c(c1)OCO2)C1CCN(Cc2cc3c(cc2O)OCO3)CC1	93	12	-3	19	-3
27	COc1ccc(NC(=O)C2C3CCC(O3)C2C(=O)O)cc1OC (centres undefined)	101	10	5	42	8
28	COc1cc(/C=C/C(=O)O)ccc1OCc1ccccc1C#N	87	13	-2	4	0
29	Cc1ccc2c(c1)nnn2C1CCN(CC(=O)NNC(=O)c2ccco2)CC1	98	11	-4	2	4
30	O=S(=O)(NC1CCCc2ccccc21)c1cnc[nH]1 (centres undefined)	75	6	-4	0	3
31	CCOc1ccc(NC(=O)CCc2ccc(C)o2)cc1	91	-3	-14	-3	-8
32	O=C(CSc1nnc(SCc2ccccc2Cl)s1)N/N=C/c1c[nH]c2ccccc12	86	-14	-5	-1	-1
33	O=C(Cn1nnc(-c2ccccc2)n1)N/N=C/c1cc([N+](=O)[O-])ccc1O	96	39	-5	-3	6
34	C/C=C/C(=O)OCC(=O)Nc1ccc(F)cc1Cl	103	-1	-4	-2	2
35	COc1cccc(CNc2ncnc3ccc(-c4c(C)noc4C)cc23)c1	98	-24	-6	1	9
36	CCOC(=O)c1c(S(=O)(=O)NCC(=O)NCc2cccc(C)c2)c(C)n(C)c1C	92	-2	-2	-2	9

entry	PDI turbidity	MC4R barr agon	m5-HT2A agonist	ABHD5-PLIN5 inh	N-glyco inh
25	-2	-0.8	-2	-4	-2
26	-4	-2.3	-7	3	-4
27	0	-2.0	3	8	3
28	-16	-0.5	6	-1	1
29	7	-3.9	6	-1	-2
30	7	0.3	4	-5	-2
31	-4	-2.6	-2	-1	2
32	3	0.3	0	-3	0
33	-6	-3.2	-6	4	-2
34	2	-0.3	0	1	0
35	-3	-1.3	4	-1	9
36	-3	-1.2	0	9	0

Later entries
entry	molecule	ABCB6 inh MLPCN	Cardio protect	CaV13 ICDI inh	Exocytosis inh	MC4R antagonist
37	COC(=O)[C@H](C)N(Cc1ccc(Cl)c(Cl)c1)S(=O)(=O)CCN1CCN(c2ccccc2)CC1	95	-15	-3	-1	-2
38	COc1ccc(CCNC(=O)c2ccc(Cl)cc2)cc1	101	-3	-4	6	4
39	CCCCCC(=O)Nc1cccc(C2=NOC3(C2)C[C@@H](C(N)=O)N(C(=O)c2cc([N+](=O)[O-])cc([N+](=O)[O-])c2C)C3)c1 (some centres undefined)	100	-6	-10	-3	2
40	COc1ccccc1-c1c(C(F)(F)F)oc2cc(OCC(=O)Nc3ccccc3C(F)(F)F)ccc2c1=O	99	-9	-5	9	13
41	O=C(COc1ccccc1)NC1CCCCC1	100	8	-4	-6	5
42	COc1ccc(N(CC(=O)N2CCc3ccccc32)S(=O)(=O)c2c(C)n[nH]c2C)cc1	95	14	-6	6	0
43	Cn1nc(-c2ccccc2)c(N2CCCCC2)cc1=O	98	-3	-2	0	-3
44	Cc1onc(-c2ccccc2)c1C(=O)N1CCN(S(=O)(=O)c2ccc(Cl)cc2)CC1	94	0	-3	10	19
45	COc1cc(NC(=O)Nc2nc(C(N)CCc3ccccc3)cs2)cc(OC)c1OC (centres undefined)	108	1	-9	1	5
46	O=C(NCCCN1CCCCC1)c1ccc2c(c1)NC(=O)c1ccccc1S2	100	13	-7	1	2
47	CN(C)c1ccc(-c2ccnc3c2CC(C)(C(=O)Nc2cccc(OC(F)(F)F)c2)O3)cc1 (centres undefined)	99	10	-7	14	10
48	COc1cccc(NC(=O)N(C)C[C@H]2OCc3cn(nn3)CCCC(=O)N([C@@H](C)CO)C[C@@H]2C)c1	104	5	-7	3	0

entry	PDI turbidity	MC4R barr agon	m5-HT2A agonist	ABHD5-PLIN5 inh	N-glyco inh
37	-1	0.4	-1	-1	-4
38	6	0.3	-3	-1	1
39	-4	0.2	0	-3	1
40	-18	1.4	4	-5	-2
41	0	-0.1	3	6	1
42	9	-2.0	1	4	3
43	-5	-4.4	0	2	11
44	-7	-1.6	8	3	-3
45	3	-0.5	-6	2	7
46	4	-0.4	-13	2	-1
47	11	0.9	4	-7	1
48	-4	-0.7	-2	-2	-1

Additional compounds:
entry	molecule	ABCB6 inh MLPCN	Cardio protect	CaV13 ICDI inh	Exocytosis inh	MC4R antagonist
49	Cc1ccc(-n2nnc3c(=O)n(CC(=O)NCc4ccco4)cnc32)cc1	105	-3	-7	-2	3
50	COc1cccc(CNC(=O)C(=O)NCCc2ccc(OC)c(OC)c2)c1	101	-2	-4	-2	3
51	COc1ccc(/C=N/n2cnc3c([nH]c4ccccc43)c2=O)cc1CO	98	-10	-4	1	8
52	CC(NC1CCCC1)c1ccccc1 (centres undefined)	100	4	-5	-7	-1

entry	PDI turbidity	MC4R barr agon	m5-HT2A agonist	ABHD5-PLIN5 inh	N-glyco inh
49	nt	-0.9	7	2	3
50	-1	1.6	3	0	1
51	-5	1.7	5	-1	1
52	5	-0.1	0	-1	0

Among those listed so far, these have an NH in an aromatic ring:
entry	molecule	ABCB6 inh MLPCN	Cardio protect	CaV13 ICDI inh	Exocytosis inh	MC4R antagonist
9	CCCc1cc(=O)[nH]c(SCC(=O)Nc2ccc(Br)cc2)n1	94	-1	-3	1	11
12	Cc1cccc(-n2c(=O)cc(N3CCN(c4ccc(F)cc4)CC3)[nH]c2=O)c1	95	12	-6	0	2
30	O=S(=O)(NC1CCCc2ccccc21)c1cnc[nH]1 (centres undefined)	75	6	-4	0	3
32	O=C(CSc1nnc(SCc2ccccc2Cl)s1)N/N=C/c1c[nH]c2ccccc12	86	-14	-5	-1	-1
42	COc1ccc(N(CC(=O)N2CCc3ccccc32)S(=O)(=O)c2c(C)n[nH]c2C)cc1	95	14	-6	6	0
51	COc1ccc(/C=N/n2cnc3c([nH]c4ccccc43)c2=O)cc1CO	98	-10	-4	1	8

entry	PDI turbidity	MC4R barr agon	m5-HT2A agonist	ABHD5-PLIN5 inh	N-glyco inh
9	7	-2.3	2	-1	2
12	8	0.1	11	21	2
30	7	0.3	4	-5	-2
32	3	0.3	0	-3	0
42	9	-2.0	1	4	3
51	-5	1.7	5	-1	1
